Screening data deposited in PubChem by Icahn School of Medicine at Mount Sinai.
RBX1-CUL1 inh: inhibitors of human ROC1-CUL1 ubiquitin ligase activity; in vitro K48 di-Ub FRET, acceptor:donor ratio, 45 min; inhibition, % at 10 µM; 140,000 compounds, 0.6% hits; in the data active = inhibition above about 25%
Target sequence (P62877 whole entry, looked up): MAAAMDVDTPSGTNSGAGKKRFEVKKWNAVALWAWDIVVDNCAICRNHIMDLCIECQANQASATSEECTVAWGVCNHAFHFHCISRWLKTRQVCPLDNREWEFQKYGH
Target sequence (Q13616 whole entry, looked up): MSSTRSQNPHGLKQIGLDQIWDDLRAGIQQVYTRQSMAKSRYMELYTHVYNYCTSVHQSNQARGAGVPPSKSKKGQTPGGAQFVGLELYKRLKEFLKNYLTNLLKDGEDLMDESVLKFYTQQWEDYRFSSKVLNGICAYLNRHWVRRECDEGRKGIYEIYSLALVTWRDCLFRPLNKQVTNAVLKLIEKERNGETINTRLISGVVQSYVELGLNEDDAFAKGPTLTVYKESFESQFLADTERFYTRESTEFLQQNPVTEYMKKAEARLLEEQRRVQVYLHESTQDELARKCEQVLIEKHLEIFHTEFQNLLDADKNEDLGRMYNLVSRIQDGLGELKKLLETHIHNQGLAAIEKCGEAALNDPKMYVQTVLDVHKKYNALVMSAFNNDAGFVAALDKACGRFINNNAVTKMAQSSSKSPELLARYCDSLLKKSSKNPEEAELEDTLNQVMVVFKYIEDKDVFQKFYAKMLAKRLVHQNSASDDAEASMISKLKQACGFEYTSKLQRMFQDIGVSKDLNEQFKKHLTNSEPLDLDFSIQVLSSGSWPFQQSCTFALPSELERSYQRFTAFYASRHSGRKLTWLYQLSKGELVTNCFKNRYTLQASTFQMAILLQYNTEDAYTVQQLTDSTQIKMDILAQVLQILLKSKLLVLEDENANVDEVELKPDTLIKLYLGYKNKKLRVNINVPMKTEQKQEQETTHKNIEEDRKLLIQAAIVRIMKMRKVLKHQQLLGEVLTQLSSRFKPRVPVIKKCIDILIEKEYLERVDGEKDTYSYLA
* marks the source's active call; other numbers are inactive results. Only part of the results is shown (hit frequency here may not be typical).

SMILES | RBX1-CUL1 inh
CC(=O)N1CCCc2cc(S(=O)(=O)N3CCC(C(=O)Nc4cccc(Cl)c4C)CC3)ccc21 | 3
CCC(C)OC(=O)C1C(C)=NC2=C(C(=O)CC(c3ccc(OC)cc3)C2)C1c1ccc(OC)cc1OC (configuration not stated) | -2
COc1ccc(OC)c(NC(=O)Cc2c(C(=O)O)n(C)c3ccc(C)cc23)c1 | -10
Nc1ccccc1N1C=C2CCCC3=NN(c4ccccc4)S1=C23 (configuration not stated) | 4
COc1cc(C2C3=C(CCCC3=O)OC(=N)C2C#N)ccc1OCc1ccc(F)cc1 (configuration not stated) | -3
O=C(Nc1ccc2c(c1)CN(C1CCC1)CC2)C1CCCO1 (configuration not stated) | -3
S=C(NC1CCCC1)N1CCOCC1 | -4
CC(=O)c1ccc[n+](C(=O)Cc2ccccc2)c1 | -1
COc1ccc(C(=O)NC2CCCN(C3CCN(C)CC3)C2)c(OC)c1 (configuration not stated) | -1
CCC(=O)Nc1ccc(-c2nnc(SCC(=O)N3CCCCC3)n2C)cc1 | 0
Cn1c(=O)c2c(-c3ccc(Cl)cc3)n(Cc3ccccc3)cc2n(C)c1=O | 15
Cc1ccc(Cn2cc(C(=O)c3ccc4c(c3)OCO4)c(=O)c3cc(C)ccc32)cc1 | -6
COc1ccccc1Oc1ncccc1CNC(=O)C1(C)CC1 | 0
Cc1ccc(C)c(S(=O)(=O)N2CCC(C(=O)NC3CCCCC3)CC2)c1 | 1
CCOc1ccc(N2C(=O)C(=O)C(C(=O)c3ccc(C)cc3)C2c2cc(OC)ccc2OC)cc1 (configuration not stated) | 5
CCN1CCN(CC(=O)N2CCC(OCCOC)CC2)C(=O)C1=O | -3
COc1ccc(NC(=O)CSc2nnc(-c3ccc(N)cc3)n2C)cc1 | 5
O=C1CC(c2ccccc2)CC(=O)C1C=Nc1ccc(O)cc1 (configuration not stated) | 1
Cc1ccc(NC(=NCc2ccccc2)C(=NCc2ccccc2)Nc2ccc(C)cc2)cc1 | -11
O=C(c1ccc2c(c1)N(Cc1ccc(Cl)cc1)C(=O)c1ccccc1S2=O)N1CCCCC1 (configuration not stated) | 2
N#CC1C(=N)Oc2n[nH]c(-c3ccccc3)c2C1c1cccc(Cl)c1Cl (configuration not stated) | 7
Cc1ccccc1S(=O)(=O)Cc1ccc(C(=O)NCc2ccccc2Cl)o1 | 9
CSc1nc(Cl)cc(N2CCN(c3cccc(C(F)(F)F)c3)CC2)n1 | 5
NC(=O)[C@@H]1CCCN1C(=O)c1ccc2nc(C3CCCCC3)oc2c1 | 2
CCOCCc1nn2c(=O)cc(COC(=O)c3ccccc3NC(=O)CC(C)C)nc2s1 | -3
COc1ccc(S(=O)(=O)NCC2CCCN(C3CCCCCC3)C2)cc1 (configuration not stated) | 4
CCCc1cc(=O)n(CC)c(NC2CCCCC2)n1 | -5
COc1ccc(OC)c(-n2cnc3cc(C(=O)NCCc4ccccc4)ccc32)c1 | 1
COc1ccc2c(CNCc3ccco3)c(C(=O)O)n(Cc3ccccc3)c2c1 | 9
O=C(Cn1c(-c2cccs2)cc2cc(F)ccc21)NCCc1ccc(Cl)cc1 | -2
Cc1cc(C)c2c(c1)NC(=O)C2Cc1nc(-c2c(C)ncc3c2CCNC3)no1 (configuration not stated) | 0
Cc1ccc(C(=O)N2CC3(C)C4CCC3(C)C2(C#N)C4)cc1 (configuration not stated) | 8
COc1cccc(N2CCN(C(=O)c3nc(-c4ccc(Cl)cc4)n4c3CCCCC4)CC2)c1 | -5
CCOC(=O)c1c(NC(=O)COc2ccc(F)cc2)sc2c1CCC(C)C2 (configuration not stated) | -4
Cc1ccc(F)cc1CNC(=O)C1CCCN(C2CCN(C(C)C)CC2)C1 (configuration not stated) | 14
Cc1ccc(O)c(C(=O)c2cnn(-c3ccccc3)c2)c1 | 7
COC(=O)C(C#N)CC1N=C(C)Cc2ccccc21 (configuration not stated) | -5
O=C(NCCCN1CCOCC1)C1CCC1 | 7
O=C(O)CC/C(=N\NC(=O)c1cccs1)c1ccccc1 | -13
C=CCNC(=S)NNC(=O)c1ccccc1OC | 0
CCCCC(=O)Nc1cccc(Cl)c1 | -3
Cc1nnc2sc(-c3cccc(NC(=O)c4sc5ccccc5c4Cl)c3)nn12 | 1
Cc1oc(-c2cccs2)nc1CN(C)C1CCOCC1 | -2
Cc1cc2c(cc1NS(=O)(=O)c1ccc(Br)cc1)n(C)c(=O)c(=O)n2C | 4
COc1ccc(-c2c3c(=O)n(C)c(=O)n(C)c3c3n2-c2ccccc2NC3c2ccc(O)cc2O)cc1 (configuration not stated) | 9
O=C(Nc1cccc(-c2nc3cc(Cl)cc(Cl)c3o2)c1)c1ccccc1 | -6
C=CCn1c(SCC(=C)C)nc2sc3c(c2c1=O)CCC3 | -10
O=C(CSc1nnc(-c2ccco2)n1-c1ccccc1)c1ccc2c(c1)OCCO2 | -8
CCOC(=O)c1c(C)c(-c2ccccc2)n(CC(=O)NC2CCCCCC2)c1C | -8
CCOC(=O)C1C(=N)N(c2ccc(OC)cc2)C2=C(C(=O)CCC2)C1c1ccc([N+](=O)[O-])cc1 (configuration not stated) | -9

Looked up by structure from the list above:
SMILES | RBX1-CUL1 inh
Cc1ccccc1S(=O)(=O)Cc1ccc(C(=O)NCc2ccccc2Cl)o1 | 9
CCOC(=O)C1C(=N)N(c2ccc(OC)cc2)C2=C(C(=O)CCC2)C1c1ccc([N+](=O)[O-])cc1 (configuration not stated) | -9
O=C(c1ccc2c(c1)N(Cc1ccc(Cl)cc1)C(=O)c1ccccc1S2=O)N1CCCCC1 (configuration not stated) | 2

(further entries)
SMILES | RBX1-CUL1 inh
Cn1c(SCC(=O)N2CCOCC2)ncc(C(=O)Nc2ccccc2)c1=O | -4
Cc1ccc(C)c(Nc2nn3c(=O)c4cc5c(cc4nc3s2)OCO5)c1 | 3
CCOC(=O)c1cc2cc3c(cc2nc1CSc1ccccc1)OCO3 | 7
CCc1ccc(OCC(=O)Nc2ccc(S(=O)(=O)NC(C)(C)C)cc2)cc1 | -1
C=CCN1CCN(c2ccncc2S(=O)(=O)N2CCCCC2)CC1 | 0
CC(=O)N(C)c1ccc(NC(=O)NC2CCCCC2)cc1 | -6
CCOC(=O)c1c2c(cc3sc(C)c(C)[n+]13)-c1cccc3cccc-2c13 | -8
CS(=O)(=O)c1cccc(-c2nnc(NC(=O)c3ccc4c(c3)OCCO4)o2)c1 | -8
Cc1ccc(C(=O)c2ccccc2Cl)cc1 | -7
Fc1ccc([C@@H]2Nc3ccccc3[C@@H]3C=CC[C@@H]32)cc1 | 11
O=C1CN(C(=O)COc2ccccc2)C(c2ccc(F)cc2)c2cc(Br)ccc2N1 (configuration not stated) | -1
N#CC1C(=N)OC2=C(C(=O)CCC2)C1c1ccc2c(c1)OCO2 (configuration not stated) | -7
CCN1CCN(Cc2nc(N)nc(Nc3ccc(C)c(Cl)c3)n2)CC1 | 8
O=S(=O)(Nc1cc(F)ccc1F)c1ccc2[nH]c3c(c2c1)CCCCC3 | -4
COc1ccc2cc(C(=O)Nc3cccc(C(F)(F)F)c3)sc(=O)c2c1OC | 6
COc1cc(/C=N\NC(=O)CSc2nc(C)cc(C)n2)cc(OC)c1OC(C)=O | 6
Cc1ccc(N(C)S(=O)(=O)c2ccc3c(c2)C(C)(C)C(=O)N3C)cc1C | -4
COc1ccc(F)cc1S(=O)(=O)N1CCC(C(=O)NC2CCCC2)CC1 | 5
O=C(COc1ccc(Cl)cc1Cl)Nc1nnc(COc2ccc(Cl)cc2)s1 | 1
CCOC(=O)C1CCCN(C(=O)Cn2ncc3c4ccccc4n(Cc4ccc(F)cc4)c3c2=O)C1 (configuration not stated) | 0
C/C=C/Cn1c(=O)c2c(nc3n2CC(C)=NN3)n(C)c1=O | 8
O=C(O)c1ccc(-c2ccc(/C=C3\SC(=O)N(CC(=O)N4CCOCC4)C3=O)o2)cc1Cl | -1
Cc1cc(C)c(S(=O)(=O)Nc2cc(Cl)cc(Cl)c2)c(C)c1 | 11
CCOC(=O)c1ccc(N2C(=O)c3ccc(C(=O)Nc4ccc(O)cc4C(=O)O)cc3C2=O)cc1 | 69*
N#C/C(=C\C=C\c1ccccc1)c1nc(-c2ccc(C3CCCCC3)cc2)cs1 | 3
COc1ccc2c(c1)C=C(CNC1CCCc3nc(N(C)C)ncc31)CO2 (configuration not stated) | 10
Cc1ccc(-c2nc3ccccc3s2)cc1NC(=O)c1ccc([N+](=O)[O-])c(C)c1 | -1
Cc1cc(C)n(CCc2nc3c4ccccc4nc(N4CCN(c5cccc(C)c5C)CC4)n3n2)n1 | 1
CCOc1cc(/C=N/Nc2nc(N3CCCC3)nc(N3CCCC3)n2)ccc1O | 7
CCc1ccccc1-n1nnc(-c2nsc(NC(=O)c3ccc(C)c(C)c3)n2)c1C | 11
Cc1ccc(Cl)cc1NC(=O)CSc1nc2c(c(=O)[nH]1)CN(Cc1ccccc1)CC2 | 1
O=C(Nc1ccccc1[N+](=O)[O-])c1csnn1 | 1
CC(C)(C)CN1CCC(N2CCCC(C(=O)NCc3ccccc3)C2)CC1 (configuration not stated) | -4
O=C1NC(=S)N(c2cccc(Br)c2)C(=O)/C1=C/c1ccc(O)cc1 | 6
Cn1nc(-c2ccc(OCC(=O)Nc3ccccc3)cc2)c2ccccc2c1=O | 6
CC1(C)CC(=O)C2=C(C1)OC(=N)C(C#N)C2c1ccccc1OCc1ccc(Br)cc1 (configuration not stated) | 2
Nc1c(C(=O)c2ccccc2)sc2nc3c(cc12)CCC3 | 7
Cc1c(C(=O)CSc2ccccc2)c2ccccc2n1C | 3
Cc1nn2c(-c3ccncc3)nnc2s1 | -9
Cc1ccc(-n2c(=O)c3ccc(C(=O)NCc4ccco4)cc3n(Cc3ccccc3Cl)c2=O)cc1 | -1
COC(=O)c1ccc(Cl)c(NC(=O)c2ccccc2OC)c1 | -3
CCOc1ccc(OCC)c(Nc2nc3ccc(C(=O)c4ccccc4)cc3n3cnnc23)c1 | 6
Cc1ccc(S(=O)(=O)c2nc(S(=O)(=O)c3ccc(C)cc3)c(NCCCOC(C)C)s2)cc1 | -1
Cc1ccc(C(=O)O)c(SCC(=O)C23CC4CC(CC(C4)C2)C3)n1 | -1
COc1ccc(CN(C(=O)Cc2coc3ccc(C)cc23)C2CCS(=O)(=O)C2)cc1 (configuration not stated) | -2
CC(NC(=O)Nc1nnc(C(F)(F)F)s1)c1nc(-c2ccncc2)no1 (configuration not stated) | -1
CCOC(=O)c1c(C)n(-c2ccc(OC)cc2)c2c(C/C(C)=N/O)c(Br)c(OC)c(O)c12 | -7
COc1ccccc1C1CC(c2ccc(F)cc2)=Nc2nc(-c3ccc(Cl)cc3)nn21 (configuration not stated) | -2
O=C(N=S(=O)(Oc1ccccc1)c1ccc(Cl)cc1)c1ccccc1 (configuration not stated) | 12
CC1=C(C)CC(C(=O)NCc2ccccc2)CC1 (configuration not stated) | -2

(cont.)
SMILES | RBX1-CUL1 inh
CCC(C(=O)Nc1cc(C)ccc1OC)n1nnc(C(=O)OC)c1C(=O)OC (configuration not stated) | 1
CC(C(=O)NCCN1Cc2ccccc2OC(c2ccccc2F)C1)c1n[nH]c(=O)c2ccccc12 (configuration not stated) | 3
COCC1CCCN(C(=O)c2cn(Cc3ccccc3C)nn2)C1 (configuration not stated) | 1
CCCCNC(=O)Nc1ccccc1C(=O)Nc1ccc(Cl)cc1 | 16
COc1ccc(CNC(=O)c2ccc(-c3nc(CSc4ccc(C)cc4)c(C)o3)cc2)cc1OC | -5
O=C1NN=C(c2ccccc2)C1(Cl)c1ccccc1 (configuration not stated) | -9
CCCC1=NN2C(=N)/C(=C/c3ccc(Cl)cc3Cl)C(=O)N=C2S1 | -2
C[C@@H]1CN(C(=O)CC2(c3cccc(C(F)(F)F)c3)CC(=O)N(C3CC3)C2=O)C[C@H](C)O1 (some centres not stated) | 3
CC1CN(CCC(=O)NCC(C)(C)N2CCOCC2)Cc2cc(Cl)ccc2O1 (configuration not stated) | -16
CCCc1ccc(-c2n[nH]c3c2CN(C(=O)c2cn(CCN)nn2)CC3)cc1 | 21
CCOc1ccc(-c2cc(C(=O)N3CCN(c4ccccn4)CC3)c3cc(Br)ccc3n2)cc1 | 4
CCOc1ccc(S(=O)(=O)Nc2ccc3oc(C)c(C(=O)OC(C)C)c3c2)cc1 | 9
CCN(c1cc(C)cc(C)c1)S(=O)(=O)c1nnc(NC(=O)c2ccccc2C)s1 | -6
COc1ccc(-c2nc(-c3cccc(C(=O)c4ccccc4)c3)c(-c3ccccc3)[nH]2)cc1 | 1

Compounds shown so far that contain fluorine:
SMILES | RBX1-CUL1 inh
COc1cc(C2C3=C(CCCC3=O)OC(=N)C2C#N)ccc1OCc1ccc(F)cc1 (configuration not stated) | -3
CSc1nc(Cl)cc(N2CCN(c3cccc(C(F)(F)F)c3)CC2)n1 | 5
O=C(Cn1c(-c2cccs2)cc2cc(F)ccc21)NCCc1ccc(Cl)cc1 | -2
CCOC(=O)c1c(NC(=O)COc2ccc(F)cc2)sc2c1CCC(C)C2 (configuration not stated) | -4
Cc1ccc(F)cc1CNC(=O)C1CCCN(C2CCN(C(C)C)CC2)C1 (configuration not stated) | 14
Fc1ccc([C@@H]2Nc3ccccc3[C@@H]3C=CC[C@@H]32)cc1 | 11
O=C1CN(C(=O)COc2ccccc2)C(c2ccc(F)cc2)c2cc(Br)ccc2N1 (configuration not stated) | -1
O=S(=O)(Nc1cc(F)ccc1F)c1ccc2[nH]c3c(c2c1)CCCCC3 | -4
COc1ccc2cc(C(=O)Nc3cccc(C(F)(F)F)c3)sc(=O)c2c1OC | 6
COc1ccc(F)cc1S(=O)(=O)N1CCC(C(=O)NC2CCCC2)CC1 | 5
CCOC(=O)C1CCCN(C(=O)Cn2ncc3c4ccccc4n(Cc4ccc(F)cc4)c3c2=O)C1 (configuration not stated) | 0
CC(NC(=O)Nc1nnc(C(F)(F)F)s1)c1nc(-c2ccncc2)no1 (configuration not stated) | -1
COc1ccccc1C1CC(c2ccc(F)cc2)=Nc2nc(-c3ccc(Cl)cc3)nn21 (configuration not stated) | -2
CC(C(=O)NCCN1Cc2ccccc2OC(c2ccccc2F)C1)c1n[nH]c(=O)c2ccccc12 (configuration not stated) | 3
C[C@@H]1CN(C(=O)CC2(c3cccc(C(F)(F)F)c3)CC(=O)N(C3CC3)C2=O)C[C@H](C)O1 (some centres not stated) | 3
